Screens: PubChem BioAssay, several laboratories
RGS4 pot: RGS4 potentiators or activators, primary screen, cell-based, HEK293 M3R inducible RGS4, calcium flux. carbachol calcium flux Fluo4; hits give low values. B-score at 10 µM. hit rate 0.92% among 310,000. AID 463111, 2010;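 active means B-score of the integrated calcium signal more than 4 SD below the library mean, with starting fluorescence not abnormally high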;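 further: negative B-score means reduced calcium response which marks RGS4 activation or potentiation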
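Detection: kinetic calcium fluorescence imaging with Fluo4-AM dye, 2 µM / Material: HEK293 cells with stable M3R and inducible RGS4 / Schedule: recording 10 s baseline at 1 Hz, 100 s post-agonist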
KCNK3 inh: human KCNK3 channel inhibitors, primary screen, CHO cells, FluxOR thallium flux, B-score; Potassium channel subfamily K member 3 (Homo sapiens), O14649; FluxOR fluorescence; hits give low values; B-score at 10 µM; hit rate 0.84% among 340,000;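 active means B-score under library mean minus 4 SD, starting fluorescence ratio at most library mean plus 5 SD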;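 further: more negative B-score means stronger inhibition of thallium flux through KCNK3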
KCNQ1 block: inhibitors of human KCNQ1 channel, primary screen, cell-based, thallium flux, high-throughput. Potassium voltage-gated channel subfamily KQT member 1 (Homo sapiens), P51787. CHO-K1 KCNQ1, FluxOR thallium flux fluorescence; hits give high values. B-score at 10 µM. hit rate 1.3% among 310,000. AID 2642, 2010;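 active means compounds whose thallium flux B-score, printed positive for inhibition, exceeds three library SD while starting fluorescence stays within three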;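 further: channel opened by potassium depolarization with thallium stimulus after 20 min compound exposure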
Target sequence (P51787 whole entry, looked up): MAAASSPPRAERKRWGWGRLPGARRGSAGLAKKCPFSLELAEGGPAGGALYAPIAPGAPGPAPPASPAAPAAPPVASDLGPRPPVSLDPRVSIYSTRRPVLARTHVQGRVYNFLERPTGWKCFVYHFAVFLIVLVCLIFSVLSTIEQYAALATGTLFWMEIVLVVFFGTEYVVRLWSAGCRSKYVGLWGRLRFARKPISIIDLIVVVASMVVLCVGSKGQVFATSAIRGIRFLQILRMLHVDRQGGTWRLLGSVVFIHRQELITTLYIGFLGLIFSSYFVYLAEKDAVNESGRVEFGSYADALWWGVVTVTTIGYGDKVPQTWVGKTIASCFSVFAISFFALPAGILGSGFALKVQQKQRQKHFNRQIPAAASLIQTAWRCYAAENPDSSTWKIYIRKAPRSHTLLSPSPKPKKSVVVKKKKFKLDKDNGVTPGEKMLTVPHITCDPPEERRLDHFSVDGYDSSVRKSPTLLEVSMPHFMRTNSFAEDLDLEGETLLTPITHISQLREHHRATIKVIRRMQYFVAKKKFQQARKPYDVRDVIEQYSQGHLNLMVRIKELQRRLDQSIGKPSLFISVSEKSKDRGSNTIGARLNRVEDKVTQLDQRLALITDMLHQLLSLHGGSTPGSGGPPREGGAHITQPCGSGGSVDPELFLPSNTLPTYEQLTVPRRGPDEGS
Dyrk1A ADPGlo: rat Dyrk1A kinase inhibitors, primary screen, biochemical, single point, plate reader; hit rate 0.43% among 310,000; inhibition, % at 12.5 µM; Dual specificity tyrosine-phosphorylation-regulated kinase 1A (Rattus norvegicus), Q63470; ADP-Glo luminescence, NFATc1 peptide; in the data active means inhibition above about 50%;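 further: plate controls were vehicle with enzyme for no effect and no enzyme for full effect; many of its hits are not listed in these tables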
HDAC3 inhib: HDAC3 deacetylase inhibitors, primary screen, biochemical, fluorescence, cell-free homogeneous; hit rate 0.15% among 320,000; recombinant HDAC3, fluorogenic peptide/trypsin coupled; inhibition, % at 8.3 µM; Histone deacetylase 3 (Homo sapiens), O15379; in the data active means inhibition above about 26%, passing the limit was not always enough; inconclusive means no clear call, values can overlap the other calls
KCNK9 inh: KCNK9 potassium channel inhibitors, primary screen, HEK293 cells, thallium flux. Potassium channel subfamily K member 9 (Homo sapiens), Q9NPC2. FluxOR thallium flux fluorescence; hits give low values. B-score at 10 µM. hit rate 1.2% among 310,000;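 active means ratio B-score over 3 SD below the library mean, with starting fluorescence within 5 SD of its mean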;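 further: negative B-score means less thallium flux so channel inhibition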
Target sequence (Q9NPC2 whole entry, looked up): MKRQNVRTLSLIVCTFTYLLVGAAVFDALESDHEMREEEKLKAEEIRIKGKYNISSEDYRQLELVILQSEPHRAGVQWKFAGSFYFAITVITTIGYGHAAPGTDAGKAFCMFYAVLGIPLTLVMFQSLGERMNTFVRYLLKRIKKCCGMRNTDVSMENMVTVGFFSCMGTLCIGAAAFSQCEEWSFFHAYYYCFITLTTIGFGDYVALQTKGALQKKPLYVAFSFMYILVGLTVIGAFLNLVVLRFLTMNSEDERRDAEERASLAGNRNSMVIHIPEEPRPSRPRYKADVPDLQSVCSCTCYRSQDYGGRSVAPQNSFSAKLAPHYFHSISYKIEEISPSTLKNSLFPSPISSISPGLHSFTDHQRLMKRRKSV
KCNQ1 act: potentiators or activators of KCNQ1 channel, primary screen, cell-based, thallium flux, high-throughput; B-score at 10 µM; hit rate 0.35% among 310,000; AID 2648, 2010; CHO-K1 KCNQ1, thallium flux FluxOR fluorescence; hits give high values;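 active means fluorescence ratio B-score, a plate-corrected score, at least three library SD, with initial intensity B-score within 5 SD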
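Schedule – 37 °C overnight plating, 90-min dark dye load, 20-min compound pretreatment · System – stable KCNQ1 CHO-K1 line · Probe or stimulus – thallium- and potassium-containing depolarizing buffer · Measured by – kinetic FluxOR fluorescence, 10 s baseline plus 110 s post-stimulus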
hERG protect: hERG rescue from dofetilide block, primary screen, cell-based, CHO-hERG, FluxOR thallium flux, dofetilide IC70; dofetilide IC70 present; activation (rescue from dofetilide block), less the hit threshold, % at 10 µM; hit rate 0.51% among 310,000; AID 1511, 2009;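 active means activation above the mean of controls blocked by dofetilide plus 5 SD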;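 further: thallium influx through hERG after potassium depolarization seen as dye fluorescence rise; in these data hits start at about 4.7%; inactives centre near -7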
PolyA inhibitor: polyadenylation inhibitors in yeast reporter cells, primary screen, luminescence, S. cerevisiae; S. cerevisiae SKY197-pL101 polyadenylation reporter, beta-gal luminescence; efflux-impaired pdr1/pdr3 knockout yeast; score 100 = 6 SD above DMSO; calls only at 12 µM; hit rate 0.02% among 300,000;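 active means lowest replicate activity score at least 50, where 100 means six control SD above control mean; inconclusive means lowest score under 50 but half or more replicates reach 50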;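 further: yeast exposed to compound for 9 h at 30 °C; higher score means more reporter readthrough which indicates perturbed polyadenylation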
GSK3beta inhib: human GSK3beta kinase inhibitors, primary screen, biochemical, cell-free homogeneous, HTS; hit rate 0.038% among 300,000; activity score (negative = inhibition), % at 10 µM; Glycogen synthase kinase-3 beta (Homo sapiens), P49841; GST-GSK3beta kinase, ADP-Glo luminescence, 60 min; hits give low values;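 active means more than half of replicate wells score below -50%, meaning over 50% inhibition versus plate controls; inconclusive means some replicates but at most half score below -50%; inactive means no replicate scores below -50%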;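 further: 0% = median DMSO wells and -100% = median GW8510 positive control wells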
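test system = GST-tagged human GSK3beta kinase, cell-free | reagent = 25 µM ATP with peptide substrate | dosing = one dose of 10 µM per compound | schedule = 60 min reaction, RT | detection = luminescent ADP-Glo measurement of ADP formed | control set = DMSO neutral wells and GW8510 at 20 µM as positive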
GSK3A inh: blockers of GSK3A enzyme activity – biochemical, luminescence, cell-free homogeneous, HTS, primary screen; Glycogen synthase kinase-3 alpha (Homo sapiens), P49840; GSK-3 alpha kinase, ADP-Glo luminescence, 60 min; inhibition, % at 10 µM; hit rate 0.1% among 320,000; AID 2650, 2010;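 in the data active means inhibition above about 50%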;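 further: GST-tagged GSK-3 alpha with peptide substrate and 25 µM ATP; 0% = DMSO neutral wells and 100% = GW8510 positive control wells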
* marks the source's active call; other numbers are inactive results; i = inactive; ? = inconclusive; . = no result given; & = joins results of further samples. The list is partial (hit frequency here may not be typical).

Value order – RGS4 pot, KCNK3 inh, KCNQ1 block, Dyrk1A ADPGlo, HDAC3 inhib, KCNK9 inh, KCNQ1 act, hERG protect, PolyA inhibitor, GSK3beta inhib, GSK3A inh
Cc1cc(-c2ccccc2)cc(-c2ccccc2)[n+]1CCc1ccccc1
    -8.2*, i, 8*, 14, -11, -8*, i, -26, i, 0, 0
CN(C)c1ccc(C=C2C(=O)NC(=S)NC2=O)cc1[N+](=O)[O-]
    i, i, i, 7, 4, i, i, -12, ., 3, 0
CCC(=NCC1CCCO1)c1c(O)n(-c2ccccc2)c(=O)[nH]c1=O (centres undefined)
    i, i, i, 5, 2, i, i, -3, i, -1, 1
COc1ccc(SCC2CN(C)CCC2c2ccc(F)cc2)cc1 (centres undefined)
    i, i, i, 0, 3, i, i, -13, i, -2, 2
CCC1C(c2ccccc2)NC(c2ccccc2)CC1(O)c1ccc(F)cc1 (centres undefined)
    i, i, i, 10, 3, i, i, -19, i, -4, 0
CCc1ccc(N2C(=O)NC(=O)C(CCc3ccncc3)(CCc3ccncc3)C2=O)cc1
    i, i, i, -4, 1, i, i, -2, i, 3, 0
O=C(Cc1ccc([N+](=O)[O-])cc1)N1CCN(Cc2ccc3c(c2)OCO3)CC1
    i, i, i, ., -2, i, i, -2, i, 3, -21
Cc1cccc(N2CCc3c2nc2ccccc2c3N)c1
    i, i, i, 13, 0&-69, i, i, -14, i, -3, 7&0
Cc1cccc(-n2c(-c3cccs3)nc3ccccc3c2=O)c1
    i, i, i, 0, 0, i, i, -16, i, -2, -2
CC(=O)OC1(c2ccccc2)CCN(C)C2CCCCC21 (centres undefined)
    i, i, i, 30, 2, i, i, 0, i, 7, -5
c1coc(CNCCc2c[nH]c3ccccc23)c1
    i, i, i, 0, -4, i, i, -12, i, 0, 4
CC(C)n1cc(C(=O)N(CC(=O)NC(C)(C)C)Cc2ccccc2)cn1
    i, i, i, 2, 7, i, i, -3, i, -1, -4
C=CCn1c(O)c(/C=C/C=Nc2ccccc2)c(=O)[nH]c1=O
    i, i, i, 4, 9, i, i, -6, i, -1, 0
CCN(C(=O)CN1CC=C(c2ccccc2)CC1)c1c(N)n(Cc2ccccc2)c(=O)[nH]c1=O
    i, i, i, 1, -7, i, i, -8, i, 2, .
c1ccc(CCCN2CCN(CCOC(c3ccccc3)c3ccccc3)CC2)cc1
    i, i, i, -6, 2, i, i, -17, i, 0, -1
CCCCCCn1c(N)c(C(=O)NCCN2CCOCC2)c2nc3ccccc3nc21
    i, i, i, 1, 2, i, i, -27, i, 5, -1
COC(=O)C1=C(c2cc3ccccc3o2)C[C@@H]2CC[C@H]1N2C(=O)NCc1cccc2ccccc12
    i, i, i, 10, -2, i, i, -14, i, 0, 0
OC[C@@H](O)CCl
    i, ., i, ., -3, i, i, -4, i, 0, -6
CCN(c1ccc(C(O)(C(=O)OC)C(F)(F)F)cc1)S(=O)(=O)c1ccc(C)cc1 (centres undefined)
    i, i, i, -2, 0, i, i, -17, i, -10, 0
CC1CCCN(CC(=O)c2ccc(Cl)c(Cl)c2)C1 (centres undefined)
    i, i, i, 1, -1, i, i, -11, ., 0, -1
CN1CCC(OC(=O)c2cccc(F)c2)CC1
    i, i, i, -5, 2, i, i, -8, i, -3, 1
CCCC[n+]1cc(/N=C(\[O-])OC)on1
    i, i, i, -8, 2, i, i, -6, i, -1, 0
C=CCn1c(O)c(C(C)=NCCc2ccccc2)c(=O)[nH]c1=O
    i, i, i, -3, 0, i, i, -2, i, 2, -1
CCCCN1C(=O)/C(=C/C=C/c2ccco2)C(=O)NC1=S
    i, i, i, -2, ., i, i, -10, i, 1, .
O=[N+]([O-])c1ccc(N2CCNCC2)cc1N1CCCCCC1
    i, i, i, -10, 10, i, i, -6, i, -1, 4
O=C(O)COc1ccc(Cl)cc1Cl
    i, i, i, -11, ., i, i, -9, i, 0, 0
C/C(=N\NP(=S)(c1ccccc1)c1ccccc1)c1ccc(O)cc1O
    i, i, i, 8, 11, i, i, -11, ., 1, -2
COc1cc(Br)cc(CN2CCN(C)CC2)c1O
    i, i, i, -19, 2, i, i, -6, i, 2, 1
CCC(=NCCN1CCOCC1)c1c(O)n(-c2ccccc2C)c(=O)[nH]c1=O
    i, i, i, -6, ?, i, i, -4, i, 1, -3
C=C1[C@@H](C)[C@H]2[C@H](Cc3ccccc3)NC(=O)[C@]23OC(=O)/C=C/[C@H](O)CCC[C@@H](C)C/C=C/[C@H]3[C@@H]1O
    i, i, i, -2, -1, i, i, -29, i, 1, -6

Filtered by structure: those above containing a furan ring, fused or not.
Value order – RGS4 pot, KCNK3 inh, KCNQ1 block, Dyrk1A ADPGlo, HDAC3 inhib, KCNK9 inh, KCNQ1 act, hERG protect, PolyA inhibitor, GSK3beta inhib, GSK3A inh
c1coc(CNCCc2c[nH]c3ccccc23)c1
    i, i, i, 0, -4, i, i, -12, i, 0, 4
COC(=O)C1=C(c2cc3ccccc3o2)C[C@@H]2CC[C@H]1N2C(=O)NCc1cccc2ccccc12
    i, i, i, 10, -2, i, i, -14, i, 0, 0
CCCCN1C(=O)/C(=C/C=C/c2ccco2)C(=O)NC1=S
    i, i, i, -2, ., i, i, -10, i, 1, .

Complete entries, quoted from the list.
`CCc1ccc(N2C(=O)NC(=O)C(CCc3ccncc3)(CCc3ccncc3)C2=O)cc1` is entered as RGS4 pot = i; KCNK3 inh = i; KCNQ1 block = i; Dyrk1A ADPGlo = -4; HDAC3 inhib = 1; KCNK9 inh = i; KCNQ1 act = i; hERG protect = -2; PolyA inhibitor = i; GSK3beta inhib = 3; GSK3A inh = 0
`C=CCn1c(O)c(/C=C/C=Nc2ccccc2)c(=O)[nH]c1=O` is entered as RGS4 pot = i; KCNK3 inh = i; KCNQ1 block = i; Dyrk1A ADPGlo = 4; HDAC3 inhib = 9; KCNK9 inh = i; KCNQ1 act = i; hERG protect = -6; PolyA inhibitor = i; GSK3beta inhib = -1; GSK3A inh = 0

The listing continues.
Value order – RGS4 pot, KCNK3 inh, KCNQ1 block, Dyrk1A ADPGlo, HDAC3 inhib, KCNK9 inh, KCNQ1 act, hERG protect, PolyA inhibitor, GSK3beta inhib, GSK3A inh
CN1C(=O)N(C)C(=O)C2(Cc3ccccc3N3CCCC32)C1=O (centres undefined)
    i, i, i, ., -4, i, i, -5, i, 1, -1
Cc1[nH]c2ccccc2c1CCN
    i, i, i, 15, -3, i, i, -11, i, 1, -1
COc1ccc(CCNCc2sccc2C)cc1OC
    i, i, i, -1, -4, i, i, -2, i, 2, 1
O=C(c1ccc(F)cc1)N1CCC2(CC1)OCCO2
    i, i, i, 15, -4, i, i, -4, i, 2, -1
CN(C(=O)Oc1ccc([N+](=O)[O-])cc1)c1ccccc1
    i, i, i, 8, -7, i, i, -12, i, 0, -5
Cc1cccc(-n2c(O)c(C=Nc3ccc(S(N)(=O)=O)cc3)c(=O)[nH]c2=O)c1
    i, i, i, -4, 6, i, i, -9, i, 2, 2
CC(=O)Nc1ccc(S(=O)(=O)NC(CC(=O)N2CCC3(CC2)OCCO3)C(C)C)cc1 (centres undefined)
    i, i, i, 4, 1, i, i, -9, i, -4, 5
COc1cc(CN=C(C)c2c(O)n(C3CCCCC3)c(=O)[nH]c2=O)cc(OC)c1
    i, i, 6*, 3, -5, i, i, -8, i, 2, -1
CCCCOc1ccc(CN2CCN(CC)CC2)cc1
    i, i, i, -8, 4, i, i, -4, i, 3, -2
OCCNc1c2c(nc3ccccc13)CCCC2
    i, i, i, -5, -10, i, i, -7, i, 4, 1
O=[N+]([O-])c1ccc(CNCCc2ccccc2)cc1
    i, i, i, -4, -1, i, i, -4, i, 4, -1
Cc1cccc(Cn2cc(C=O)c3ccccc32)c1
    i, i, i, 23, 6, i, i, -13, i, 2, 2
c1nc2nc3c(c(N4CCNCC4)n2n1)CCCC3
    i, ., i, ., 4, i, i, -9, i, -1, -1
CN1CC(C(=O)c2ccc(F)cc2)C(c2c(F)cccc2Cl)C1 (centres undefined)
    i, i, i, 4, -3, i, i, -4, i, 4, -3
Cc1nc2ccccc2c(=O)n1-c1ccc(Cl)c(Cl)c1
    i, i, i, 11, -1, i, i, -11, i, 4, -1
COc1ccccc1N1CCN(CCc2ccccc2)CC1
    i, i, i, 11, -3, i, i, -6, i, -5, -3
CNC(=O)OCc1n(C)cc[n+]1C
    i, i, i, 2, 3, i, i, -8, i, 1, -2
Cc1cccnc1-n1c(-c2ccccc2)nc2ccccc2c1=O
    i, i, i, -3, 0, i, i, -12, i, 1, 1
CCN1CCN(c2ccc([N+](=O)[O-])cc2C(=O)OC)CC1
    i, i, i, 2, 6, i, i, -5, i, 1, 1
CN1C(=O)N(C)C(=O)C2(Cc3cc(NC(=O)c4ccccc4Cl)ccc3N3CCCC32)C1=O (centres undefined)
    i, i, i, 4, -8, i, i, -12, i, 0, -1
CN1CCN(c2ccc([N+](=O)[O-])c(SCCO)c2)CC1
    i, i, i, ., 0, i, i, -11, i, -1, 2
CN(C)C(=O)NC(O)C(Cl)(Cl)Cl (centres undefined)
    i, i, i, ., 1, i, i, -4, i, 4, 0
O=[N+]([O-])c1ccc(NCCCN2CCOCC2)nc1
    i, i, i, 4, 4, i, i, -9, i, -7, 4
CCCC(C)C1(CC)C(=O)NC(=Nc2ccc(OC)cc2)NC1=O (centres undefined)
    i, i, i, 4, 0, i, i, -12, i, -2, 2
COC(=O)C1=CCCN(C)C1
    i, i, i, 5, -6, i, i, -4, i, -3, -2
Cc1ccc(CC(=O)N2CCN(Cc3ccccc3)CC2)cc1
    i, i, i, -2, 0, i, i, -3, i, 1, 4
CCCCn1c(O)c(C=NC2CCCCC2N)c(=O)[nH]c1=O (centres undefined)
    i, i, i, 1, 0, i, i, -7, i, 2, 3
